GRK2 inh = human GRK2 inhibition via aptamer displacement. hit rate 0.59% among 330,000. inhibition of aptamer binding, % at 10 µM. bead flow cytometry, FAM-aptamer displacement from GRK2. P25098;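 active means inhibition of aptamer binding above 40%, roughly 3 SD of noise, on plates passing a quality check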;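 further: median bead fluorescence of bound FAM aptamer so fluorescent compounds give negative values; no value below 0 was filed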
CIT2 TOR yeast = modulators of TOR pathway CIT2-GFP in S. cerevisiae. AID 2029. S. cerevisiae CIT2-GFP strain, flow cytometry, 3 h; 100 means same as DMSO wells. GFP response vs DMSO, % at 10 µM. hit rate 0.065% among 320,000;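 active means GFP response relative to DMSO above a set limit, near the screen mean plus 3 SD, cut at about 150% in these data; inconclusive means Fewer than 70 cells measured for a yeast strain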;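 further: ratio of well median GFP fluorescence to mean of DMSO wells on the plate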
LAP4 TOR yeast = yeast TOR pathway LAP4-GFP modulation | S. cerevisiae LAP4-GFP multiplex, flow cytometry GFP, 3 h; median GFP as percent of DMSO wells | AID 2023 | GFP response vs DMSO, % at 10 µM | hit rate 0.34% among 320,000;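 active means GFP response vs DMSO above a set limit, about the screen mean plus 3 SD, cut at about 150% in these data; inconclusive means under 70 cell events counted for the yeast strain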
RPL19A TOR yeast = alters RPL19A-GFP fluorescence in TOR pathway yeast screen; hit rate 0.3% among 330,000; percent response vs DMSO, % at 10 µM; S. cerevisiae RPL19A-GFP strain, flow cytometry, 3 h; active compounds read low;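 active means percent response vs DMSO below 50%; inconclusive means fewer than 70 events counted for the yeast strain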;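 further: median channel GFP fluorescence of the barcoded RPL19A-GFP strain; ratio of sample median GFP to plate DMSO average so 100% = DMSO; lower means less RPL19A-GFP as with rapamycin TOR inhibition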
VLA-4 inh = inhibition in a human VLA-4 binding assay. VLA-4 expressing cells, ligand binding flow cytometry. P13612. hit rate 0.2% among 330,000. inhibition, % (about 7 µM as worked out from the volumes in the protocol); in the data active means inhibition above about 50%
Target sequence (P13612 whole entry, looked up): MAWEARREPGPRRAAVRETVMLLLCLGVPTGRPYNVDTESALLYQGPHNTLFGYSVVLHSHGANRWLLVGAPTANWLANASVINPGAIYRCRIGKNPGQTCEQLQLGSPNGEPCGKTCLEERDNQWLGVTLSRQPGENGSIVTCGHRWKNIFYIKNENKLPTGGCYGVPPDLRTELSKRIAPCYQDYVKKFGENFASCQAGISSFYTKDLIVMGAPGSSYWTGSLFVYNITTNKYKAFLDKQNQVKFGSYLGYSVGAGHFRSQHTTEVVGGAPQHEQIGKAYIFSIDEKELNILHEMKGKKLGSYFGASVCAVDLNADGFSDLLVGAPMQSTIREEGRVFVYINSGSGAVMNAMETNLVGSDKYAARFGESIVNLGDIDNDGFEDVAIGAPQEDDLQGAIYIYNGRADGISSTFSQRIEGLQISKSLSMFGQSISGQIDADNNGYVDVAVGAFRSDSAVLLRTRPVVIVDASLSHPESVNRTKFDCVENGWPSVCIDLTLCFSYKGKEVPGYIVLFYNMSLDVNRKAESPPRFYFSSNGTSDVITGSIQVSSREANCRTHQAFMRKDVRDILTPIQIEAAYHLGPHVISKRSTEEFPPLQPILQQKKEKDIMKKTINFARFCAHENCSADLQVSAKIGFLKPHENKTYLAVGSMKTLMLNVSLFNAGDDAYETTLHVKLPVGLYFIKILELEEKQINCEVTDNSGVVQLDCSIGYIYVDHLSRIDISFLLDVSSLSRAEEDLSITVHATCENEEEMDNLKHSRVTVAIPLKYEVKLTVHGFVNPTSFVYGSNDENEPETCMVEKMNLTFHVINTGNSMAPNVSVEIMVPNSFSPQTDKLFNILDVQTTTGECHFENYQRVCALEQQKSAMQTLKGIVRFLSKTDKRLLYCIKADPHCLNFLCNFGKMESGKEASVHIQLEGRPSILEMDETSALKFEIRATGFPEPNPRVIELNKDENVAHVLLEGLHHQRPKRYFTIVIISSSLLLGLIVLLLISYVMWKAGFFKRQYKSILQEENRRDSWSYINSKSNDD
MEP2-GFP yeast = modulators of TOR pathway MEP2-GFP in S. cerevisiae. GFP response vs DMSO, % at 10 µM. hit rate 0.51% among 330,000. AID 2016. S. cerevisiae MEP2-GFP strain, flow cytometry GFP, 3 h; 100% = DMSO control level;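 active means GFP response versus DMSO above a set limit, roughly screen mean plus 3 SD, cut at about 180% in these data; inconclusive means fewer than 70 cells counted for a yeast strain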;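 further: median GFP fluorescence of the barcode-gated MEP2-GFP cells per well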
AGP1 TOR yeast = modulators of TOR pathway AGP1-GFP in S. cerevisiae. S. cerevisiae AGP1-GFP multiplex flow cytometry, 3 h; GFP as percent of DMSO wells. GFP response vs DMSO, % at 10 µM. hit rate 0.02% among 320,000. AID 2066;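 active means GFP response relative to DMSO above a set limit, near screen average plus 3 SD, cut at about 150% in these data; inconclusive means fewer than 70 cells counted for the yeast strain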;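 further: median GFP channel fluorescence of the gated AGP1 strain per well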
CR mimetic SO = caloric restriction mimetics inhibiting age-related superoxide in yeast; hit rate 0.18% among 330,000; superoxide response (% of plate mean), % at 10 µM; S. cerevisiae aged cells, superoxide DHE fluorescence; active compounds read low;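 active means superoxide response under a set limit, about three screen SD below normal, cut at about 65% in these data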;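 further: yeast aged for seven days with compound at 30 °C before DHE staining; 100% = average MFI of all compound-treated wells on the plate with controls excluded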
An asterisk follows results filed as active; ? = inconclusive; nt = no result given; [ ] = remark or other dose. This is a random part of the collection. About 1.7% of those tested had a hit in this group.

SMILES	GRK2 inh	CIT2 TOR yeast	LAP4 TOR yeast	RPL19A TOR yeast	VLA-4 inh	MEP2-GFP yeast	AGP1 TOR yeast	CR mimetic SO
C=CCOn1c(=O)c(-c2cccs2)[n+]([O-])c2ccccc21	0	87	141	94	-12	95	91	62*
Cn1nc(C(F)(F)F)c(-c2ccc(Br)cc2)c1NC(=O)c1ccco1	1	103	117	87	-9	108	109	120
Cc1c(Cl)cccc1NC(=O)CNC(=O)c1ccccc1F	1	100	101	104	nt	108	101	117
CCN(CC)c1nc(SCC(=O)O)nc(N(CC)CC)n1	0	107	105	104	1	109	112	87
CCCNC(=O)CN1C(=O)NC(CCSC)C1=O (stereo not drawn)	2	101	107	98	-3	98	108	102
Nn1c(-c2ccccn2)nnc1-c1ccccn1	1	92	97	95	1	96	96	108
O=C(Cc1cccs1)Nn1c(Cc2cccs2)nc2ccccc2c1=O	0	87	99	94	0	97	93	95
CCN1CCN(S(=O)(=O)c2ccc(C)c([N+](=O)[O-])c2)CC1	2	96	113	99	18	105	101	101
COc1ccc(C(=O)COC(=O)CNC(=O)c2cccc(OC(F)F)c2)cc1	0	93	106	102	-23	104	102	100
COC(CNC(=O)c1ccc2nc(-c3cccs3)c(-c3cccs3)nc2c1)OC	2	105	99	103	10	109	97	120
O=C1CC2(CON=C2c2ccc(F)cc2)C(=O)N1c1ccc(F)cc1 (stereo not drawn)	1	94	102	97	-3	100	95	97
O=S(=O)(c1ccccc1)N1CCN(C(=S)NCCCN2CCOCC2)CC1	2	97	103	99	8	103	102	86
CCN(C(=O)COc1cc(=O)n(C)c2ccccc12)c1cccc(Cl)c1	0	98	96	98	11	100	101	110
S=C(Nc1ccccc1Cl)N1CCCCC1	2	102	94	104	12	106	102	98
CC(C)NC(=O)C1CCN(C2CCN(C(=O)Cc3ccc4c(c3)OCO4)CC2)CC1	5	98	105	97	1	98	107	115
CC1(CCc2ccccc2)NC(=O)N(CC(=O)N2CCCCCC2)C1=O (stereo not drawn)	0	88	99	94	8	89	98	118
CSc1cccc(NC(=S)N(Cc2ccccc2)Cc2cccnc2)c1	0	103	121	103	4	118	110	90
Cn1cnc(S(=O)(=O)N2CCN(c3ccc(F)cc3)CC2)c1	2	93	105	96	0	93	98	81
O=C1CC(N2CCN(c3ccc(O)cc3)CC2)C(=O)N1c1ccc2c(c1)OCO2 (stereo not drawn)	21	101	107	101	-1	101	109	99
COC(=O)c1ccccc1NC(=O)c1cc([N+](=O)[O-])nn1Cc1ccccc1	6	108	88	101	-2	105	100	112
CCC(C)NC(=O)CNC(=O)Cn1c(C)cc2ccccc2c1=O (stereo not drawn)	1	96	98	100	8	100	101	103
O=c1[nH]c(-c2ccccc2)c(-c2ccccc2)o1	0	111	91	101	0	99	100	108
O=C(/C=C/c1ccc(S(=O)(=O)N2CCOCC2)cc1)NCc1ccccc1Cl	2	107	99	110	3	99	104	83
CC(/C=C1\SC(=S)N(CCC(=O)Nc2ccc(O)cc2)C1=O)=C\c1ccccc1	2	95	96	93	11	96	91	102
COc1ccc(NC(=O)COC(=O)CO/N=C(\C)c2ccc3c(c2)OCO3)cc1S(N)(=O)=O	1	96	96	98	5	99	98	105
SMILES	GRK2 inh	CIT2 TOR yeast	LAP4 TOR yeast	RPL19A TOR yeast	VLA-4 inh	MEP2-GFP yeast	AGP1 TOR yeast	CR mimetic SO
CN(c1ccc(C(=O)NCCCn2ccnc2)cc1)S(C)(=O)=O	1	115	106	109	10	106	110	90
O=C(NC(=S)NCc1cccnc1)c1ccccc1[N+](=O)[O-]	2	107	100	105	21	109	109	115
CC[C@@](C)(NS(=O)(=O)OCC(Cl)(Cl)Cl)c1ccccc1	5	63	138	95	19	94	75	92
CC1(C)NC(=O)N(CCCCOc2ccc3c(c2)CCC3)C1=O	2	94	96	95	4	92	96	88
CCN(CC)S(=O)(=O)c1ccc(OCCNS(C)(=O)=O)cc1	0	103	104	103	14	108	107	102
Cc1cc(C)c2c(N=NN3CCCCC3)[nH]nc2n1	0	169*	110	98	19	109	117	105
COc1cc(C2Nc3ccccc3C(=O)N2c2ccc(Cl)cc2)c(Cl)cc1OCC(=O)O (stereo not drawn)	0	109	71	97	23	95	96	97
COc1cc(NC(=S)N2CCCCC2C)c(OC)cc1Cl (stereo not drawn)	0	90	106	108	4	108	94	100
Cc1coc2c1c(C)cc1oc(=O)c(CC(=O)NCC(=O)NCC(=O)O)c(C)c12	0	93	98	104	12	104	100	94
CCS(=O)(=O)N1Cc2ccccc2CC1C(=O)Nc1nccs1 (stereo not drawn)	10	100	109	109	-1	101	114	113
CC(C)C1CCN(C(=O)C2CCC(=O)N(CCc3ccc(Cl)cc3)C2)CC1 (stereo not drawn)	0	104	102	89	7	100	102	103
CC(C)(C)C1CCC(=O)N(CCC#N)CC1 (stereo not drawn)	0	83	120	88	-4	87	82	96
CN(C)CC[C@@H](c1ccc(Br)cc1)c1ccccn1	0	87[may fluoresce red]	90[may fluoresce red]	?	12	72[may fluoresce red]	80[may fluoresce red]	99
COc1ccc(-c2cc3c(=O)n(CC(=O)N4CCCC4)ncn3n2)cc1	2	97	93	94	0	98	94	92
N/C(=N\OC(=O)c1ccco1)c1ccc(Cl)cc1	0	100	107	102	13	110	84	110
CC1CCN(C(=O)CN2C(=O)C(=O)N(C(C)C)C2=O)c2ccccc2S1 (stereo not drawn)	9	93	90	92	-20	88	100	86
COc1ccc(/C=C(\C#N)C(=O)NC2CCS(=O)(=O)C2)cc1OC (stereo not drawn)	1	104	78	99	9	85	89	96
CC(=O)NC(CC(=O)NCCCn1ccc2ccccc21)c1ccccc1 (stereo not drawn)	0	104	93	104	-9	105	98	92
CSc1nnc([C@@H]2CCCN2C(=O)OC(C)(C)C)o1	0	112	103	103	-11	107	107	110
CCC(C)C(NC(=O)C1CCC(C)CC1)C(=O)Nc1cc(OC)ccc1OC (stereo not drawn)	0	101	101	101	-4	103	103	90
CC(C)(C)c1n[nH]c2c1CCCC2	1	95	97	98	17	104	100	89
CN(C)c1ccc(-c2nc3ccccc3n2C)cc1	0	99	98	98	22	103	101	96
CCCCN1CC[C@H]2C=CC[C@@H](C(=O)N3CCOCC3)[C@H]2C1=O	0	97	102	97	36	101	103	104
COCCn1c(SCC(=O)c2ccc(F)cc2)nnc1C(C)C	1	97	95	97	-1	99	94	94
CCSc1nnc(NC(=O)CCc2ccc(OC)cc2)s1	0	92	93	100	22	93	95	116
SMILES	GRK2 inh	CIT2 TOR yeast	LAP4 TOR yeast	RPL19A TOR yeast	VLA-4 inh	MEP2-GFP yeast	AGP1 TOR yeast	CR mimetic SO
Cc1cccc(-n2cc(CN(C)Cc3nccn3C)c(-c3cccc(F)c3)n2)c1	0	105	101	103	-5	106	103	79
COc1ccc(N(CC(=O)Nc2cccc(C(C)=O)c2)S(C)(=O)=O)cc1OC	0	104	94	98	0	93	100	114
O=C(NCCCN1CCc2ccccc2C1)C1CCN(S(=O)(=O)N2CCCC2)CC1	0	105	101	107	-1	109	112	96
CCOC(=O)C1=C(c2ccccc2)NC(=O)NC1c1ccc(OC)c(OC)c1 (stereo not drawn)	1	98	106	98	3	95	104	114
CC(C)(O)C#Cc1ccc(CN2CCCC(CO)(Cc3cccc(Cl)c3)C2)cc1 (stereo not drawn)	0	109	97	108	3	105	103	93
COc1ccc(NC(=O)CN(C)C(=O)c2ccc(N3CCCCCC3)c([N+](=O)[O-])c2)cc1	0	89	109	99	11	103	97	113
CC(C)(c1ccccc1)c1ccc(OCCN)cc1	0	105	98	99	4	99	100	101
Cc1cc(C)c(S(=O)(=O)c2ccccc2C)c(Oc2ccccc2)n1	0	110	96	98	7	95	100	99
O=c1cc(O)c2sc(Nc3ccc(F)c(Cl)c3)nc2[nH]1	3	100	99	97	-11	108	102	100
O=C(NCc1ccccn1)c1c(Cl)cccc1Cl	0	116	103	103	-5	106	103	107
CCSc1cc(N2CCCC2)nc(-c2ccc(C)cc2)n1	0	96	99	101	0	102	99	81
CCOC(=O)c1ccc(-n2c(C)nc3ccc(Br)cc3c2=O)cc1	0	94	97	96	0	92	100	83
COc1ccc(-n2nc(C(=O)NCC(=O)N3CCN(c4ccccc4OC)CC3)c3ccccc3c2=O)cc1OC	0	102	95	102	-17	103	94	126
CCOC(=O)CCN(Cc1ccccc1)S(=O)(=O)c1csc(C(N)=O)c1	0	95	93	98	5	98	97	108
COC(=O)c1sccc1NC(=S)N1CCCCC1C (stereo not drawn)	1	89	132	101	-9	102	100	97
CCN1CCCC1CNC(=O)c1csc2c1CCCC2 (stereo not drawn)	0	88	133	87	23	96	94	82
COC(=O)CCN1CCC(c2cc(-c3cccc(C(F)(F)F)c3)n[nH]2)CC1	0	110	82	106	13	106	102	99
CCCNC(=O)Cn1c(=O)cnc2ccccc21	1	95	93	101	4	100	99	96
CC(C)n1c(N2CCN(C(=O)NCc3ccccc3)CC2)nc2ccccc21	2	113	93	103	4	101	109	106
COc1ccc(NC(=O)Cn2ccc3c(OC)cccc3c2=O)cc1	0	106	111	96	6	93	106	104
CCOC(=O)C1(Cc2ccccc2)C(=O)N(CCCN(C)C)c2ccccc21 (stereo not drawn)	0	104	113	105	3	108	114	98
CC(=O)N1CCC(C(=O)NCCOc2ccc(C)cc2)CC1	6	99	92	97	-14	97	96	104
Cc1ccn2cc(CCNS(=O)(=O)c3ccc(F)c(C(F)(F)F)c3)nc2c1	2	100	99	94	-9	98	98	73
O=C1CS/C(=N/N=C/c2cccs2)N1	0	97	94	102	-2	98	97	94
Cc1ccc(NC(=O)CSc2ccc(-c3ccco3)nn2)cc1	1	90	103	91	2	93	92	85

An excerpt from the list above:
SMILES	GRK2 inh	CIT2 TOR yeast	LAP4 TOR yeast	RPL19A TOR yeast	VLA-4 inh	MEP2-GFP yeast	AGP1 TOR yeast	CR mimetic SO
CCOC(=O)C1(Cc2ccccc2)C(=O)N(CCCN(C)C)c2ccccc21 (stereo not drawn)	0	104	113	105	3	108	114	98
CC(=O)N1CCC(C(=O)NCCOc2ccc(C)cc2)CC1	6	99	92	97	-14	97	96	104
Cc1ccn2cc(CCNS(=O)(=O)c3ccc(F)c(C(F)(F)F)c3)nc2c1	2	100	99	94	-9	98	98	73
O=C1CS/C(=N/N=C/c2cccs2)N1	0	97	94	102	-2	98	97	94
Cc1ccc(NC(=O)CSc2ccc(-c3ccco3)nn2)cc1	1	90	103	91	2	93	92	85

New compounds follow
SMILES	GRK2 inh	CIT2 TOR yeast	LAP4 TOR yeast	RPL19A TOR yeast	VLA-4 inh	MEP2-GFP yeast	AGP1 TOR yeast	CR mimetic SO
Cc1c(NC(=O)CN2C(=O)NC(C)(c3ccc(OC(F)F)cc3)C2=O)c(=O)n(-c2ccccc2)n1C (stereo not drawn)	0	100	100	102	1	100	107	97
CC(=O)c1cc2c(cc1NC(=O)CN1CCCCC1C)OCO2 (stereo not drawn)	1	103	101	100	23	112	111	98
O=C(CC(c1ccc(F)cc1)c1ccco1)Nc1nccs1 (stereo not drawn)	0	96	82	86	2	90	93	99
COc1ccc(N(CC(=O)NCCSc2ccccn2)S(=O)(=O)c2ccccc2)c(OC)c1	3	112	93	104	-14	105	102	102
Cc1cc2oc(C(=O)Nc3c(C)n(C)n(-c4ccccc4)c3=O)c(C)c2cc1Cl	0	86	97	97	-7	100	86	43*
CCOc1cc(C(=O)Nc2ccc(S(=O)(=O)NC3=NCCCCC3)cc2)cc(Br)c1OC	1	103	111	101	0	108	107	114
CC(NCc1ccco1)C(=O)N1CCc2ccccc2C1 (stereo not drawn)	0	96	95	97	4	98	101	99
COc1cc(NC(=O)Nc2cccc([N+](=O)[O-])c2)cc(OC)c1	1	104	100	99	31	98	102	104
OCC1OC(n2cnc3ccccc32)CC1O (stereo not drawn)	1	107	101	106	5	109	107	104
